Mtb FBA inh – inhibits M. tuberculosis FBA enzyme; 360,000 tested, 2.3% active; inhibition, % at 1 µM; AID 588726; purified M. tuberculosis FBA, fluorescence read-out; P9WQA3; in the data active = inhibition above about 27%;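 also: 0% = vehicle and 100% = reference inhibitor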
Target sequence (P9WQA3 whole entry, looked up): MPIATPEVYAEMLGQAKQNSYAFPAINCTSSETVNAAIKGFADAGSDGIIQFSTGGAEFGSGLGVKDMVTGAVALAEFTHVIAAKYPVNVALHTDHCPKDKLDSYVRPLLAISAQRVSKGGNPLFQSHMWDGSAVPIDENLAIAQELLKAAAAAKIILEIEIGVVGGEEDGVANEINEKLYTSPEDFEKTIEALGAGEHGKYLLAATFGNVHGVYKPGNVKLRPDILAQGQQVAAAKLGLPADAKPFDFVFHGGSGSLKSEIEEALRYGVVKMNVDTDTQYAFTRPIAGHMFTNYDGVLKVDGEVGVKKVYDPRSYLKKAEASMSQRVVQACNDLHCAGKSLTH
Mtb BioA inh – BioA (M. tuberculosis) enzyme inhibition; purified M. tuberculosis BioA enzyme, plate reader; inhibition, % at 9.99 µM; 360,000 tested, 0.096% active; AID 602481; in the data active = inhibition above about 40%; inconclusive = no clear call, values can overlap the other calls
UGM FP inh – inhibitors of M. tuberculosis UDP-galactopyranose mutase. inhibition, % at 10 µM. P9WIQ1. purified UGM, fluorescence polarization probe displacement. 320,000 tested, 0.06% active; in the data active = inhibition above about 10%, passing the limit was not always enough; inconclusive = no clear call, values can overlap the other calls
Target sequence (P9WIQ1 whole entry, looked up): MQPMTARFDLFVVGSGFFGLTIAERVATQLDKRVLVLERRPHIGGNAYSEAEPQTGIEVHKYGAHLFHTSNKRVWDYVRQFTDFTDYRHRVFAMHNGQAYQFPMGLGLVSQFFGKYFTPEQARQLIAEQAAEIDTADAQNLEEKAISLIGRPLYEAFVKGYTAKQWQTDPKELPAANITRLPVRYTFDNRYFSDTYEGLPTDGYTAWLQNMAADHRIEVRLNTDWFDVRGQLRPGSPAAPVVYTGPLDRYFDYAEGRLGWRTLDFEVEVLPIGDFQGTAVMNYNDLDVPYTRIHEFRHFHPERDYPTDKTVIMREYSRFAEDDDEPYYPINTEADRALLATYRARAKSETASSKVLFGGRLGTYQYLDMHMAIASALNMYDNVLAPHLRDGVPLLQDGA
BH1578 lux ind – induces V. cholerae light production without autoinducers; V. cholerae BH1578 lux reporter, luminescence, 6 h; 350,000 tested, 0.16% active; activation, % at 18.7 µM; AID 588436; in the data active = activation mostly above about 9.7%, no sharp cut-off; inconclusive = no clear call, values can overlap the other calls; inactive = mostly below about 3.7%; also: not every result past the cut was called active; inactives centre near 0; reference of the scale not given here
GDH-TPI counter – GDH-TPI coupled enzyme inhibition counter-screen; AID 588335; GDH-TPI coupled enzyme counterscreen, NADH absorbance; inhibition, % at 4.8 µM; 360,000 tested, 1.2% active; in the data active = inhibition above about 30%;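 also: 0% = DMSO wells and 100% = wells lacking the enzyme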
Y pestis TopoI – blocks Yersinia pestis topoisomerase I activity; 360,000 tested, 0.064% active; Y. pestis Topo-I cleavage product accumulation, plate reader; activity, % at 10 µM; AID 504884; in the data active = activity above about 50%, passing the limit was not always enough; inconclusive = no clear call, values can overlap the other calls; also: inactives centre near 2
TcdB inh – blocks C. difficile toxin B glycohydrolase activity; TcdB glycohydrolase enzymatic assay, plate reader; inhibition, % at 9.99 µM; 350,000 tested, 0.24% active; in the data active = inhibition above about 10%
PfHsp40 rescue – restores yeast growth despite PfHsp40 toxicity; AID 504582; growth rescue, % at 12.5 µM; 340,000 tested, 0.68% active; S. cerevisiae expressing PfHsp40, growth rescue, ATP luminescence; in the data active = growth rescue above about 28%, passing the limit was not always enough; inconclusive = no clear call, values can overlap the other calls;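 also: yeast W303a lacking pdr1 and pdr3 grown in galactose medium; growth measured after three days at 30 °C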
FadD28 binding – inhibitors of Mycobacterium tuberculosis FadD28 bisubstrate binding | inhibition, % at 12.5 µM | 360,000 tested, 0.22% active | FadD28 bisubstrate probe binding, fluorescence polarization; in the data active = inhibition above about 8.5%, passing the limit was not always enough; inconclusive = no clear call, values can overlap the other calls
* hit, by the source's call; i = inactive; ? = inconclusive; . = no result given.

SMILES	Mtb FBA inh	Mtb BioA inh	UGM FP inh	BH1578 lux ind	GDH-TPI counter	Y pestis TopoI	TcdB inh	PfHsp40 rescue	FadD28 binding
COc1ccc(CNC(=O)C2CCC(CNS(=O)(=O)c3cccc4cccnc34)CC2)cc1 (stereo unspecified)	0	3.7	2.9	-0.4	-8	20	-0.7	0.0	-3.7
COc1ccc(C2(c3ccc(O)cc3O)CC(c3ccccc3Cl)NC(=S)N2)cc1 (stereo unspecified)	-4	0.0	-1.4	-0.3	-1	-8	3.5	3.4	-5.3
O=C(O)c1ccoc1CN1CCCCC1	2	0.9	0.2	.	-1	6	.	0.5	-4.3
Cc1cc(S(=O)(=O)Nc2ccc(C(=O)NCc3cccnc3)cc2)ccc1F	2	6.4	.	-0.3	2	3	-0.4	0.0	-0.4
Cc1ccc(Cl)cc1N1CCN(C(=O)c2ccc(CS(=O)Cc3ccc(Cl)cc3)o2)CC1 (stereo unspecified)	-4	4.1	-2.0	3.9	6	36	2.4	11	-2.7
Cc1ccccc1NC(=O)CSc1nnc(NC(=O)C2CC2)s1	-1	-2.3	1.7	-0.6	0	-7	1.7	-0.3	-2.1
Cc1cc(C)cc(N2CCCn3c2nc2c3c(=O)n(CC(=O)OCc3ccccc3)c(=O)n2C)c1	5	0.6	1.2	-0.2	10	6	2.0	-0.4	0.5
CC1CCN(c2ccc(C(=O)O)cc2)CC1	4	-1.9	-0.6	-0.3	7	7	.	-2.3	0.4
S=c1[nH]nc(Cc2ccc(Cl)cc2)o1	6	.	0.4	-0.2	-15	-2	1.5	0.2	-0.4
Cc1ncc([N+](=O)[O-])n1CC(=O)Nc1ccc(Br)cc1	0	.	5.2	i	13	-13	-0.3	1.0	-0.9
Cn1cccc1Cc1nnc(SCC(=O)N2CCc3ccccc32)n1-c1ccc(F)cc1	6	2.0	1.8	-0.1	1	-1	0.5	-1.0	2.0
C#CCOCCOCCOCCNc1nc(N2CCN(C(=O)Cn3cc(CC(C)O)nn3)CC2)nc(N2CCN(C(=O)[C@H]([C@@H](C)O)n3cc(CCCCN)nn3)CC2)n1 (stereo partly specified)	3	-0.3	.	i	9	11	1.0	0.0	-0.3
CN(C)N1C(N)=C(C#N)C(c2ccc3c(c2)OCO3)C2=C1CC(C)(C)CC2=O (stereo unspecified)	-1	0.2	-0.5	i	3	-10	0.3	-0.6	-2.6
Cc1c(N)cccc1N	-1	-1.3	0.0	-0.4	1	-4	1.3	-0.2	-3.1
O=C1CC(c2cccs2)c2ccc3ccccc3c2N1 (stereo unspecified)	-1	-1.0	-3.8	-0.2	1	-2	1.3	0.8	-1.2
O=C(NCCN1CCOCC1)c1ccc(Cl)nc1Cl	1	.	-1.4	-0.1	1	-7	0.7	0.2	-0.3
Cc1cc(C)c(OCC(=O)OCC(=O)N2CCc3ccccc3C2)c(C)c1	1	0.7	0.2	i	2	30	2.4	-1.6	0.2
C#CCSc1nnnn1-c1ccc(OCC)cc1	0	0.1	3.0	607*	2	3	1.5	0.3	-4.3
Nc1[nH]c(=O)nc(Nc2ccccc2)c1N=O	-4	.	2.9	-0.4	21	-2	0.4	-0.1	-3.7
COCOCCn1cc(CN2CCS(=O)(=O)N(Cc3ccc(-c4ccc(OC)c(OC)c4)cc3)C(C)C2=O)nn1 (stereo unspecified)	-1	-1.7	.	-0.4	5	27	1.3	.	-0.5
CSc1ccc(-c2nnn(CC(=O)NCc3ccccc3)n2)cc1	3	-2.4	-2.0	0.2	-4	12	.	-0.1	-1.2
Cc1ccc(OCCCC(=O)Nc2cc(Cl)ccc2-n2cncn2)cc1	2	.	-3.1	i	-1	8	-0.8	-0.9	-2.4
CC1(C)Cc2c(sc(NC(=O)COc3ccc(Cl)cc3)c2C(N)=O)C(C)(C)N1	-2	-1.5	-1.8	-0.4	10	-5	-1.7	0.7	-3.4
COc1ccc([N+](=O)[O-])cc1N(CC(=O)N1CCCCC1)S(C)(=O)=O	3	0.3	-0.4	-0.3	7	-5	1.7	0.1	-0.6
CC(=O)N1CCN(C(=O)CCNS(=O)(=O)c2ccc(Br)cc2)CC1	-2	0.4	-0.7	-2.0	5	2	0.6	-1.2	-2.3

New compounds follow.
SMILES	Mtb FBA inh	Mtb BioA inh	UGM FP inh	BH1578 lux ind	GDH-TPI counter	Y pestis TopoI	TcdB inh	PfHsp40 rescue	FadD28 binding
O=[N+]([O-])c1ccc(N2CCN(Cc3ccncc3)CC2)cc1	0	3.1	0.8	-0.9	13	-2	0.6	-0.5	1.9
CC(C)(C)C(=O)Cn1ncc(N2CCOCC2)c(Cl)c1=O	2	1.5	-1.1	i	10	-6	-5.9	2.5	-1.0
COc1ccc(-c2cc(CS(=O)(=O)c3ccccc3)on2)cc1	-2	-1.4	-0.3	0.9	-3	-1	3.0	0.5	0.5
Cc1ccc(NC(=O)COC(=O)CNC(=O)c2ccc(C)s2)cc1	-3	-1.1	0.0	-0.2	7	2	3.8	-1.2	-1.6
O=C(CSc1nc2ccccc2c(=O)n1-c1cccc(C(F)(F)F)c1)NC1CC1	2	-0.1	2.2	-0.8	4	0	.	0.0	-0.9
O=C(O)Cn1c(SCCOc2ccc(Cl)cc2)nc2ccccc21	6	-1.0	-5.3	i	1	-2	1.4	1.3	-2.1
O=C(c1cccc(C(=O)N2CCN(Cc3ccccc3)CC2)c1)N1CCN(Cc2ccccc2)CC1	1	0.6	1.6	-0.3	-3	31	.	0.5	-3.1
N#CC1=C(N)Oc2c(oc(CO)cc2=O)C1c1ccsc1 (stereo unspecified)	-2	-2.1	-0.9	-2.2	-2	6	.	-0.6	-4.2
O=S(=O)(c1ccc2oc3ccccc3c2c1)N1CCOCC1	-1	-0.2	0.0	-5.3	6	7	.	0.8	-0.8
CCN1C(=O)/C(=C2/C=CC=CN2C)OC1=S	-4	-1.1	-2.3	-0.2	13	-1	.	-1.6	-1.4
COc1cccc(NC(=O)CCN2C(=O)C3CC=CCC3C2=O)c1 (stereo unspecified)	0	-0.8	-1.4	-0.9	6	9	1.7	-1.2	-0.3
Cn1c(O)c(/C=N/NC(=O)c2ccncc2)c(=O)n(C)c1=S	5	0.2	2.1	i	5	-2	-5.3	0.1	0.4
CC1(C(=O)NS(=O)(=O)c2ccccc2)CCN1C(=O)Cc1cc(F)ccc1F (stereo unspecified)	-2	-0.5	.	i	-8	3	-0.4	.	-3.4
COc1ccc(-n2c(=O)c3c4c(sc3n(CC(=O)Nc3cc(C)[nH]n3)c2=O)CCCC4)c(OC)c1	3	1.3	3.5	i	6	-5	0.1	-0.8	-1.6
Cc1cc(C)n2nc(C(=O)OCC(=O)NC3CCCCC3)nc2n1	-1	-1.7	-1.2	i	-3	-7	1.7	0.4	-1.8
CCOC(=O)C1CN(S(=O)(=O)c2ccc(OC)cc2)c2cc(Cl)ccc2O1 (stereo unspecified)	3	-0.4	0.4	i	3	13	-0.8	-0.9	-1.6
Cc1ccc(S(=O)(=O)N2CCC(O)(c3cccnc3)CC2)cc1	-3	2.3	-0.4	-6.7	-9	3	.	-0.2	-0.6
CCOC(=O)C1(Cc2ccc(Cl)cc2)CCN(C(=O)c2sc(C)nc2C)CC1	-1	.	0.6	.	3	24	1.4	0.3	-1.9
C=CCN(c1ccccc1C(=O)O)S(=O)(=O)c1ccc(C)cc1	1	.	0.5	-0.6	-4	8	-0.6	-0.9	0.2
O=C(Cn1ncc2c3ccccc3n(Cc3ccccc3F)c2c1=O)NC1CC1	-1	0.6	1.1	i	0	5	1.4	0.6	0.3
O=C(COC(=O)Cc1ccccc1F)Nc1ccc(Cl)cn1	3	6.2	-1.2	0.3	-2	-16	-0.6	-0.5	-3.2
O=C1C2CC=CCC2C(=O)N1c1ncn[nH]1 (stereo unspecified)	4	-0.8	-0.1	-1.8	3	12	.	2.1	-0.9
Cc1ccc(-c2cc([C@H]3[C@@H]4C=CCC[C@@]4(C)C(=O)N3Cc3ccccc3)ccc2F)cc1	0	-0.8	-0.2	i	6	?	0.7	0.4	0.4
Cc1c([N+](=O)[O-])oc2c1C(=O)NCCC2	-2	.	.	i	14	7	0.8	.	-1.2
CCc1cccc(N(C(=O)c2csnn2)C(C(=O)NC(C)(C)C)c2ccccn2)c1 (stereo unspecified)	9	.	0.0	-0.4	5	4	0.1	-1.2	-2.0

Whole records from above. Screens in order: Mtb FBA inh, Mtb BioA inh, UGM FP inh, BH1578 lux ind, GDH-TPI counter, Y pestis TopoI, TcdB inh, PfHsp40 rescue, FadD28 binding
Results for O=C1C2CC=CCC2C(=O)N1c1ncn[nH]1 (stereo unspecified) → 4, -0.8, -0.1, -1.8, 3, 12, ., 2.1, -0.9
Results for Cc1ccc(S(=O)(=O)N2CCC(O)(c3cccnc3)CC2)cc1 → -3, 2.3, -0.4, -6.7, -9, 3, ., -0.2, -0.6
Results for CCOC(=O)C1(Cc2ccc(Cl)cc2)CCN(C(=O)c2sc(C)nc2C)CC1 → -1, ., 0.6, ., 3, 24, 1.4, 0.3, -1.9
Results for N#CC1=C(N)Oc2c(oc(CO)cc2=O)C1c1ccsc1 (stereo unspecified) → -2, -2.1, -0.9, -2.2, -2, 6, ., -0.6, -4.2

Further records follow.
SMILES	Mtb FBA inh	Mtb BioA inh	UGM FP inh	BH1578 lux ind	GDH-TPI counter	Y pestis TopoI	TcdB inh	PfHsp40 rescue	FadD28 binding
CCOC(=O)/C(=N/Nc1ccc(OC)cc1)N1CCCc2ccccc21	-7	-1.7	1.1	0.8	15	15	-12	7.7	-3.8
CC(C)N(Cc1ccccc1)C(=S)NC1CCCCC1	-2	.	3.6	-0.5	-2	25	0.9	-1.6	-3.9
O=C(Cc1ccccc1)Nc1nc2ccccc2s1	7	2.0	-1.1	i	2	-15	.	5.8	-2.2
O=C(CN1CCC(C(=O)c2ccc(F)cc2)CC1)NCc1ccccc1F	5	1.2	0.6	-1.6	-3	-10	-1.1	-0.9	0.9
NC(=O)C1CCN(c2oc(/C=C/c3ccc(F)cc3)nc2S(=O)(=O)c2ccccc2)CC1	2	1.3	0.0	i	18	2	0.9	-1.3	-2.3
COc1ccc(C)cc1NC(=O)CSc1nnc(CC(=O)Nc2ccccc2C)n1C	3	-0.8	-0.7	-0.4	8	-1	.	-0.4	-1.4
CCOC(=O)c1c(-c2ccccc2)csc1NC(=O)c1cc2ccccc2oc1=O	1	-0.6	-0.5	-0.2	-5	-1	0.6	-1.6	-3.2
Cc1cccc(NC(=O)[C@H](Cc2ccccc2)NC(=O)[C@@H]2Cc3ccccc3CN2)c1	3	-0.2	0.7	i	3	6	0.1	4.6	1.3
CC(C)N(CCn1c(=S)[nH]c2ccccc2c1=O)C(C)C	-6	-0.8	-1.5	i	2	-4	.	1.3	0.0
COc1ccc(S(=O)(=O)NCc2nc3nc(C)cc(C)n3n2)cc1	-1	0.3	.	-1.6	-1	1	1.1	-1.4	-3.1
CCn1nc(C)c(CNC(=O)C2CCC(=O)N(CCc3ccc(Cl)cc3)C2)c1C (stereo unspecified)	1	0.2	-5.8	-5.6	-4	11	-0.7	-0.3	0.7
O=C(NCCc1ccc(F)cc1)C1CCCO1 (stereo unspecified)	3	2.5	1.0	i	-2	-9	0.3	-2.6	-1.7
CC(C)n1c(=O)c2ccccc2n1Cc1cn(-c2ccc(Cl)cc2)nn1	56*	1.2	.	.	.	.	1.6	.	-4.2
O=C(NCCCO)c1nc2ccccc2s1	1	-3.2	0.0	-1.3	4	-8	.	0.3	-1.8
N#C/C(=C/c1ccc(N2CCOCC2)c([N+](=O)[O-])c1)C(N)=O	-1	17	-1.1	-1.0	29	-4	1.1	-0.5	-0.1
CCNC(=S)N(CCc1ccc(OC)c(OC)c1)Cc1cc2cc(OC)ccc2[nH]c1=O	2	3.5	-1.4	-0.3	-3	7	-0.1	1.2	-3.0
CC(=O)c1c(C)[nH]c(C(=O)NCCc2ccc(Cl)cc2)c1C	1	1.7	9.5	i	-1	-15	-0.4	-0.1	-6.4
O=C(N/N=C/C=C/c1ccccc1)C1CC1(c1ccccc1)c1ccccc1 (stereo unspecified)	2	-0.8	-0.9	-5.0	21	1	.	0.2	-0.7
CC1(Cc2ccc(Cl)cc2)C(=O)Nc2ccc(-c3cccnc3)cc21 (stereo unspecified)	0	-0.3	.	-3.3	7	14	-0.7	.	-3.4
COc1ccc(C(=O)Nc2nc3cc4c(cc3s2)OCCO4)c(OC)c1	5	.	1.0	0.5	10	-5	1.5	-2.1	-1.2

Bioassay records: PubChem, several laboratories
